AmpC detergent: AmpC beta-lactamase inhibition with detergent present. P00811. AmpC hydrolysis of nitrocefin, absorbance 480 nm, 0.01% Triton. Potency, µM (series often up to 114 µM), for inactives: top-dose activity change, negative = inhibition, usual class: inhibitors. actives 0.041% (n = 370,000). AID 485294;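 note: potency is the fitted concentration of half-maximal effect; 0% = no-compound wells and -100% = no-enzyme wells; nearly all actives have a fitted effect of over 25% in size; some results filed as inactive show a strong effect at the top dose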
Target sequence (P00811 whole entry, looked up): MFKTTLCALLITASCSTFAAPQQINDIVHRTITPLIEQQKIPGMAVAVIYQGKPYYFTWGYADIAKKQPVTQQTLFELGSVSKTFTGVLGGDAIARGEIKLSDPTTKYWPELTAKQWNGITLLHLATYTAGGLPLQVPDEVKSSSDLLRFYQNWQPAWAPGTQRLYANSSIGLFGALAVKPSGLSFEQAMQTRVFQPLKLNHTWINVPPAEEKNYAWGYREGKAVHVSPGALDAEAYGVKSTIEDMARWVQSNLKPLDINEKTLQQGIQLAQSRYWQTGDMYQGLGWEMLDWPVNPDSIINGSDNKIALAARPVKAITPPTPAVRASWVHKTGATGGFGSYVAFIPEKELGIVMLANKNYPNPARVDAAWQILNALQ
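AmpC (5.3 nM in the dispensed reagent) in 20 mM phosphate pH 7.0 with 0.01% (detergent screen) or 0.0001% Triton X-100 was preincubated with compounds for 15 min at room temperature. Nitrocefin was then added from an 800 uM solution, and hydrolysis was followed at 480 nm.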
Sm TGR block: S. mansoni TGR enzyme inhibition. Q962Y6. actives 3% (n = 360,000). Potency, µM (series often up to 114 µM), without a hit: at the top dose activity change, negative = inhibition, most hits filed as inhibitors. purified TGR, DTNB reduction, TNB absorbance 405 nm; note: potency is the fitted concentration of half-maximal effect; nearly all actives have a fitted effect of over 60% in size
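First, TGR (20 nM dispensed) and NADPH were mixed with compound. Second, a 15 min room-temperature incubation followed. Third, further NADPH and then DTNB were added to start the reaction. Finally, TNB absorbance was monitored kinetically.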
HCMV inh: blocks human cytomegalovirus replication; HFF cells, HCMV-luciferase reporter, 72 h; active compounds read low; activity change, negative = inhibition, % at 57.5 µM; actives 4.5% (n = 410,000); AID 1259415; in the data active = activity change below about -60%; inconclusive = no clear call, values can overlap the other calls; inactive = above about -39%
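Two-dose cell screen: HFF monolayers treated with compounds and infected with luciferase-expressing HCMV at 1 PFU/cell, 72 h at 37C, then lysed for luciferase measurement.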
FBPA Giardia inh: inhibitors of Giardia lamblia fructose-1,6-bisphosphate aldolase. purified Giardia FBPA. actives 0.71% (n = 290,000). Potency, µM (doses to about 59.6 µM), inactives show at the top dose activity, negative = inhibition, most hits filed as inhibitors; note: potency is the fitted concentration of half-maximal effect; nearly all actives have a fitted effect of over 55% in size
Target sequence (A8B2U2 whole entry, looked up): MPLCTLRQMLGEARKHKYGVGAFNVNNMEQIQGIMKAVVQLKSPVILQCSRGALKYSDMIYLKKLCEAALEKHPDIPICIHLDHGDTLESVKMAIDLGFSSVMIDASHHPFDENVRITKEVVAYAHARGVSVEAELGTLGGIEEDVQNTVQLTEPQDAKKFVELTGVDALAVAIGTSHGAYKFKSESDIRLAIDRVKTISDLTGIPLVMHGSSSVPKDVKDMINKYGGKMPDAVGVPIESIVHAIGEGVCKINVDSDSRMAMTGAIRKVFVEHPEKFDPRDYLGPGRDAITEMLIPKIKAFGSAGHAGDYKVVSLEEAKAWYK
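40 nM FBPA preincubated 10 min at RT with compound (up to 57.5 uM final), then substrate plus GAPDH/TPI/NAD/arsenate coupling and diaphorase/resazurin added. Fluorescence read after 20 min at RT, 525/598 nm.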
HCV inhibitor: inhibitors of hepatitis C virus infection; Huh7.5.1 HCVcc-Cre infection, luciferase reporter, 44 h; Potency, µM (highest dose often 41.8 µM), without a hit: at the highest dose activity change, negative = inhibition, most hits filed as inhibitors; AID 651820; actives 3.4% (n = 340,000); note: potency is the fitted concentration of half-maximal effect
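Infectious HCVcc-Cre (~0.5 moi) was added to cells just after compound, with cells seeded 4 h earlier at 1,000 per well. Luciferase activity after 44 h culture reported infection; substrate was incubated 15 min at room temperature before reading.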
AmpC no deterg: blocks E. coli AmpC beta-lactamase in detergent-free assay; AmpC nitrocefin hydrolysis, absorbance 480 nm, 0.0001% Triton; AID 485341; actives 0.52% (n = 330,000); P00811; Potency, µM (highest dose often 57.1 µM), for inactives: at the top dose activity change, negative = inhibition, most hits filed as inhibitors;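 note: potency is the fitted concentration of half-maximal effect; plate controls were no compound for no effect and no enzyme for full effect; nearly all actives have a fitted effect of over 20% in size; some results filed as inactive show a strong effect at the top dose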
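AmpC (5.3 nM in the dispensed reagent) in 20 mM phosphate pH 7.0 with 0.01% (detergent screen) or 0.0001% Triton X-100 was preincubated with compounds for 15 min at room temperature. Nitrocefin was then added from an 800 uM solution, and hydrolysis was followed at 480 nm.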
Active calls of the source: *; ? = inconclusive; . = not tested or not shown; & = joins results of further samples; [ ] = another dose, or the depositor's remark. Unless noted, calls come from the whole dose curve; as a rule, active = well fitted curve in the direction sought with a large enough effect; inconclusive = small, poorly fitted or top-dose-only effect, or another doubt; inactive = no such curve, though single readings can be large; an effect the other way counts as inactive or inconclusive. Unless noted, % is set by controls: 0 for no effect and ±100 for the full control effect.

SMILES	AmpC detergent	Sm TGR block	HCMV inh	FBPA Giardia inh	HCV inhibitor	AmpC no deterg
CCOc1ccc(CNc2ncc(-c3ccccc3)n2C)cc1	-16%	-4%	6	?	1%	-11%
COCCCNC(=O)c1ccc(-n2c(-c3ccccc3)cc3c2CCC(C)C3)cc1 (stereo unspecified)	7%	10%	?	.	.	.
Cc1ccc2nc(-c3ccc(Cl)c(NC(=O)COc4cccc(C)c4C)c3)oc2c1	-1%	7%	-25	.	.	.
O=C1NC(Cc2ccccc2)C(=O)N1Cc1cc([N+](=O)[O-])cc2c1OCOC2 (stereo unspecified)	0%	1%	-39	2%	-3%	-15%[11.4 µM]
Cc1csc2nc(COC(=O)c3ccccc3NC(=O)c3ccc(F)cc3)cc(=O)n12	-3%	-2%	?	.	.	.
Cc1cc(C(=O)OCC(=O)N2CC(C)CC(C)C2)c(C)o1 (stereo unspecified)	-10%	25µM*	4	-3%	10%	34%
COc1ccc(Oc2nc(OC)cc(OC)n2)cc1	-8%	.	-13	-9%	-9%	5%
Cc1cc(C)c(S(=O)(=O)Nc2nnc(C3CCCCC3)s2)c(C)c1	-1%	1%	8	-21%	-3%	-7%
CC(Sc1ccccc1)C(=O)Nc1ccccc1C(=O)N1CCOCC1 (stereo unspecified)	5%	2%	-21	1%	1%	0.28µM*
CCNC(=O)NC(=O)COc1ccccc1C#N	-2%	4%	55	7%	-2%	-20%
C=CCN1C=CC(=CC=C(C#N)C#N)C=C1	5%	20%	28	-7%	16%	3%
CNC[C@H]1Oc2c(NC(=O)C3CCCCC3)cccc2C(=O)N([C@H](C)CO)C[C@@H]1C	.	.	-17	.	3%	-6%
O=C(COC(=O)c1cccc([N+](=O)[O-])c1)Nc1ncc(Br)s1	.	.	1	.	1%	-31%
Cn1c(=O)c2cn3c(c2n(C)c1=O)C(c1ccccc1)CC(c1ccccc1)=N3 (stereo unspecified)	0%	13µM*	9	-13%	9%	.
Cc1nc(NS(=O)(=O)c2cccs2)c2c3c(sc2n1)CCC3	?	-15%	21	0%	2%	-29%
CCC1(C)Cc2ccccc2-c2[nH]c(=S)[nH]c(=O)c21 (stereo unspecified)	-20%	-4%	-8	?	5%	-37%
COc1cc(/C=N/N(C)C)cc(Br)c1O	2%	-19%	0	-13%	-16%	0%
CCOC(=O)CNC(=O)c1cnc(Nc2ccccc2OC)c2ccccc12	-15%	0%	-29	6%	-16%	-6%
Cc1ccc2nc(-c3ccc(NC(=O)COc4ccccc4)cc3)sc2c1	9%	3%	40	.	.	.
CC1CC(C)CN(C(=O)c2ccc(CNc3c(N4CCCC4)c(=O)c3=O)cc2)C1 (stereo unspecified)	3%	15%	-7	12%	4%	-7%
O=C(COC(=O)c1cc(Cl)ccc1Cl)NC1CCCC1	-2%	9%	-26	.	-1%	-15%
Cc1cc(O)ccc1NS(=O)(=O)c1ccc2c3c(cccc13)C(=O)N2	2%	-21%	3	5%	-6%	-24%
CC(=O)Nc1ccc(/C=N\NC(=O)CNS(=O)(=O)c2ccc([N+](=O)[O-])cc2)cc1	-1%	49%[activator]	-16	0%	-2%	-25%
O=C1CNC(=O)/C1=C\N1CCN(C(c2ccccc2)c2ccccc2)CC1	0%	?	104	-4%	?	22%
O=[N+]([O-])c1ccc(CSc2nc3ccccc3o2)cc1	-13%	-28%	84	0%	-15%	-25%
COC1=CC2[C@@H]3Cc4ccc(OC)c(O)c4[C@]2(CCN3C)CC1=O (stereo partly specified)	.	.	-4	.	?	-13%
CCOc1ccccc1-c1nn2c(Cc3ccccc3)nnc2s1	?	-1%	40	6%	-30%	-8%
O=C(c1ccc(N2CCOCC2)nc1)N1CCOCC1	2%	4%	-11	-2%	-18%	-6%
Cc1cc(C)c2c(NC(=S)NC(=O)c3ccccc3)nn(C)c2n1	?	?	22	18µM*	-13%	20%
Cc1ccc(NC2CCCN(C(=O)CCN3CCCCO3)C2)cc1C (stereo unspecified)	0%	-1%	6	-10%	.	44%
O=c1cc(-c2ccccc2)oc2cc(O)ccc12	.	.	89	3%	3%	.
COc1c(O)cc2oc(-c3ccc(O)cc3)cc(=O)c2c1O	-1%	-3%	188	-1%&0%	7%	-37%
O=C1CCCC(=O)C1Sc1ccc(Cl)cc1	?	-20%	-26	-6%	14%	-15%[11.4 µM]
CN1CCCC2(CCCN(Cc3nc(Cc4cccc(C(F)(F)F)c4)no3)C2)C1 (stereo unspecified)	5%	-25%	-3	-3%	?	58%
O=C(CCN1C(=O)/C(=C/c2ccccc2Cl)SC1=S)Nc1ccccc1C(=O)O	0%	-5%	-28	4%	-2%	-51%
CC1(C)CC(NC(=O)c2ccccc2F)CC(C)(C)N1	2%	-2%	23	5%	16%	-9%
CCCCCSc1nnc(-c2ccc(Br)cc2)o1	13%	2%	9	.	.	.
COc1cc(/C=N\NC(=O)c2sc(N)nc2C)cc(OC)c1OC	?	6%	146	-3%	15%	-25%
O=C(c1ccc(Cl)cc1)n1cnc2ccccc21	?	?	-11	-1%	-7%	-17%
Cc1nc(N2CCOCC2)nc(Oc2ccccc2)c1[N+](=O)[O-]	5%	7.1µM*	-20	8%	0%	0%
Cc1ccccc1N1CC(C(=O)Nc2nnc(SCc3cccnc3)s2)CC1=O (stereo unspecified)	0%	3%	18	?	2%	-5%
O=C(Cc1ccc(Br)cc1)N1CCN(c2ccccc2O)CC1	0%	-22%	65	-6%	-19%	74%[activator]
O=C(O)c1cc(NC(=O)c2cccc(F)c2)cc(NC(=O)c2cccc(F)c2)c1	-10%	15%	38	0%	25%	-20%
CN(C)C(=O)c1cc(C(=O)c2ccccc2)c[nH]1	2%	11%	13	5%	5%	-13%
CC(OC(=O)c1ccc2ccccc2n1)C(=O)c1ccccc1 (stereo unspecified)	-3%	-3%[57.1 µM]	-17	-1%	12%	-9%
Cc1cccc(Cn2c(N3CCc4ccccc4C3)nc3c2c(=O)[nH]c(=O)n3C)c1	-10%	-9%	4	2%	3%	-8%
Clc1ccc(-n2ncc3c(NCCCn4ccnc4)ncnc32)cc1	-6%	-2%	41	-1%	11µM*	-7%
Cn1cc(S(=O)(=O)N2CCCCCC2)cc1C(=O)N1CCN(c2ccccc2F)CC1	25%	8%	-6	.	.	.
CCOC(=O)N/N=C\c1ccc(OC(=O)c2ccc3c(c2)OCO3)cc1	-3%	18%	-25	-13%	-9%	-12%
CS(=O)(=O)N(CC(=O)NC1CCCCCC1)Cc1ccccc1	-1%	1%	43	3%	0%	?
COC(=O)C(Cc1ccc(O)cc1)NC(=O)C(C)NC(=O)c1ccc(C(C)(C)C)cc1 (stereo unspecified)	4%	2%	-12	-8%	7%	19%
O=C1NC[C@H](c2ccccc2)OC(=O)[C@H](Cc2ccc(F)cc2)C/C=C\C[C@@H]1CC(=O)N(CCO)Cc1ccccc1	.	.	-15	.	24%	26%
Cc1ccc(-c2cc(NC(=O)COc3c(C)cc(C)cc3C)on2)cc1	14%	-4%	54	.	.	.
COCCN(Cc1nc(-c2ccc(C(F)(F)F)cc2)no1)C(C)C	0%	6%	-28	-1%	2%	-11%
CCC(c1nnnn1C(C)(C)C)N1CCN(Cc2ccccc2OC)CC1 (stereo unspecified)	3%	-2%	-72*	-17%	1%	-6%
O=C(CSc1nnc(-c2ccccn2)o1)Nc1ccccc1	-4%	.	43	-7%	-3%	-11%
COc1ccc(S(=O)(=O)N2CCN(C(=O)c3c(C)nn(-c4ccccc4)c3C)CC2)cc1	?	-1%	33	.	-2%	58%
Cc1cc(C)c[n+](CC(=O)c2ccc(NC(=O)c3ccccc3)cc2)c1	-6%	.	-32	-2%	-1%	-13%
CCC(Sc1nc2ccncc2[nH]1)C(=O)Nc1ccc(F)cc1 (stereo unspecified)	-2%	-10%	-6	.	.	.
CSc1ccc(CCNC(=O)c2c(C)oc3ncn(C)c(=O)c23)cc1	1%	-3%	-8	.	.	.
Next entries.
SMILES	AmpC detergent	Sm TGR block	HCMV inh	FBPA Giardia inh	HCV inhibitor	AmpC no deterg
O=C(COc1ccc(Cl)cc1)Nc1nnc(-c2ccc3c(c2)CCCC3)o1	-19%	-4%	16	25%	6%	-29%
O=C(Nc1ccc2oc(=O)ccc2c1)c1ccc(-c2ccccc2[N+](=O)[O-])o1	2%	?	52	-14%	?	-19%
COc1ccc(C2c3c(oc4ccccc4c3=O)C(=O)N2Cc2ccncc2)cc1 (stereo unspecified)	0%	6%	.	0%	.	13%
CCC(OC(=O)c1cc2sccc2n1C)C(=O)NCc1ccco1 (stereo unspecified)	?	-6%	-21	0%	-24%	-6%
CC1CCCCN1CCn1cnc2c([nH]c3ccccc32)c1=O (stereo unspecified)	-5%	6%	54	3%	-2%	-4%
Cc1ccc(N2CC(C(=O)Nc3ccc(N(C)C)cc3)CC2=O)cc1C (stereo unspecified)	-1%	8%	61	-18%	?	89%[activator]
COC(=O)CCCCCNC(=S)Nc1ccc2[nH]c(=O)[nH]c2c1	?	?	-37	-1%	9%	-9%
Cc1ccc(C)c(CN2C(=O)CSc3ccc(C(=O)NCCN4CCOCC4)cc32)c1	?	4%	-9	-7%	2%	-8%
COc1ccc(C(=O)Cn2nnc(-c3ccc(N4CCOCC4)cc3)n2)cc1OC	-5%	1%	-9	6%	?	3%
Cc1c(C)n(C)c2ccc(C(=O)NCCCN3CCCCC3)cc12	-12%&7%	0%&23%	-30&0	12%	-17%	116%[activator]
Cc1nn(Cc2ccc([N+](=O)[O-])cc2)c(=O)n1-c1ccc(Cl)cc1	?	-7%	47	3%	?	-8%[2.29 µM]
COc1ccc2c(c1)cc1c(=O)n(CC(=O)NCCCc3ccccc3)nc(C)n12	-5%	2%	7	.	.	.
O=C(NNC(=O)c1ccncc1)Nc1cccc([N+](=O)[O-])c1	-2%	.	-9	2%	10%	-13%
O=C(NCc1ccco1)c1ccccc1NS(=O)(=O)c1ccc(Br)s1	?	?	-11	24%	6%	-45%
CCN(CC)CCCNC(=O)CSc1nc(-c2ccc(F)cc2)cc(C(F)(F)F)n1	-5%	-3%	-26	4%	?	53%

Screens (PubChem BioAssay)
